# BaF3 parental: counter-screen for JAK2V617F inhibitors: parental Ba/F3 viability inhibitors; actives 1.1% (n = 220,000); inhibition, % at 5.6 µM; CellTiter-Glo ATP luminescence;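 active means inhibition above a per-campaign cutoff, the mean inhibition of all tested compounds plus 3 SD, cut at about 27% in these data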;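 further: 0% = DMSO wells and 100% = JAK Inhibitor I control wells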
# CHOP inhibitor: inhibitors of CHOP induction in ER stress response | CHO-K1 CHOP-promoter luciferase, tunicamycin-induced, 15-18 h | actives 3.8% (n = 220,000) | inhibition, % at 10 µM;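 active means compounds that reduced the stress-induced luciferase reporter signal by more than about 70% of percent inhibition, limit read from the data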;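 further: 0% = tunicamycin plus vehicle and 100% = wells without tunicamycin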
# NPY Y1 blocker: NPY-Y1 (human) receptor antagonism. P25929. HEK293-CNG Y1 cells, membrane potential fluorescence; NPY at EC95, then isoproterenol. inhibition, % at 3.6 µM. actives 1% (n = 200,000). AID 1040;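 active means inhibition above the campaign mean inhibition of all tested compounds plus 3 SD, cut at about 20% in these data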;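 further: 0% = DMSO wells given NPY plus isoproterenol and 100% = isoproterenol alone without NPY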
# Target sequence (P25929 whole entry, looked up): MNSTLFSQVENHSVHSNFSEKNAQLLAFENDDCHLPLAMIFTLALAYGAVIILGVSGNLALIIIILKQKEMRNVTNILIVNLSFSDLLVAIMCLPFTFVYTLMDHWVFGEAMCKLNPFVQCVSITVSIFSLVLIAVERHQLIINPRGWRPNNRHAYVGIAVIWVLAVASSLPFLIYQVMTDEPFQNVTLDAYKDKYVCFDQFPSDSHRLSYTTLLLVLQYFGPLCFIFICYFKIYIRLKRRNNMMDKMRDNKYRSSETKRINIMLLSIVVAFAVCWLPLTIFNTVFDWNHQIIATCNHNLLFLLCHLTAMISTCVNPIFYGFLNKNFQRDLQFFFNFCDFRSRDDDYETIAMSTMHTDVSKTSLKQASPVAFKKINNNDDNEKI
#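 Assay system: HEK293 cells with Y1 receptor plus CNG channel | Probe or stimulus: NPY (25 nM), isoproterenol (1 µM), Ro 20-1724 (25 µM) | Timing: Compound incubation 1 h at room temperature, readout 45 min post-stimulation | Measured by: Membrane-potential fluorescent dye readout | Benchmarks: High control isoproterenol alone, low control NPY with isoproterenol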
# S1P4 agonist: activates the human S1P4 receptor; O95977; S1P4-expressing cell line, agonist reporter assay; activation, % at 4.98 µM; actives 0.35% (n = 220,000); in the data active means activation above about 11%;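 further: 0% = DMSO vehicle and 100% = reference agonist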
# Target sequence (O95977 whole entry, looked up): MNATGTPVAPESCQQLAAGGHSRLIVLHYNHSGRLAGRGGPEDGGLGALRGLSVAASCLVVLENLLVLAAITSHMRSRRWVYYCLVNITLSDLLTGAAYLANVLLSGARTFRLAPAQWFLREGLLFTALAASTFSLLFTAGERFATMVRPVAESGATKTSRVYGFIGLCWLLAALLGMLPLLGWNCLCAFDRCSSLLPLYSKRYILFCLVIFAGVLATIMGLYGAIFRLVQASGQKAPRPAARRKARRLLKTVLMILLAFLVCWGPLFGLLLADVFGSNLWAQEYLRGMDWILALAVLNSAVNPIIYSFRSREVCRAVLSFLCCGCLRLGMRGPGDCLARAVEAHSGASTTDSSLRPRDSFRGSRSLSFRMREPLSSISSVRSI
# S1P4 antag: blocks the human S1P4 receptor; S1P4-expressing cells, antagonist mode, reporter read-out; inhibition, % at 4.98 µM; actives 0.26% (n = 220,000); in the data active means inhibition above about 29%;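 further: 0% = wells stimulated with agonist and 100% = vehicle wells without agonist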
# NCF1 inh: p47phox (human) inhibition | P14598 | p47phox/p22phox peptide binding, fluorescence polarization, 2 h | inhibition, % at 24.7 µM | actives 0.53% (n = 220,000) | AID 1274;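 active means inhibition above about 30%, limit read from the data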;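 further: 0% = p47phox with labelled peptide and 100% = labelled peptide alone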
# NPY-Y2 PAM-ag: potentiates or activates human NPY-Y2 receptor; cells expressing NPY-Y2, potentiator/agonist read-out; actives 0.45% (n = 220,000); activation, % at 3.6 µM; in the data active means activation above about 27%;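 further: cells stimulated with NPY near EC25 plus isoproterenol at EC100; 0% = vehicle plus submaximal agonist and 100% = vehicle plus saturating agonist; some results beyond the cut were filed as inactive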
# Ba/F3 V617F tox: lowers viability of Ba/F3 cells expressing EpoR and JAK2V617F; actives 1.1% (n = 220,000); ATP luminescence; inhibition, % at 5.6 µM; AID 1446;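 active means inhibition above the campaign mean plus 3 SD over all tested compounds, cut at about 24% in these data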;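 further: cytokine-independent growth of Ba/F3 cells driven by EpoR plus mutant JAK2; 0% = DMSO-treated cells and 100% = JAK inhibitor I control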
# NPY-Y1 PAM-ag: potentiates or activates human NPY-Y1 receptor. actives 0.37% (n = 220,000). NPY-Y1 expressing cells, potentiator/agonist activation. activation, % at 3.6 µM. P25929; in the data active means activation above about 33%, passing the limit was not always enough;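 further: cells stimulated with NPY at EC10 then isoproterenol at EC100; 0% = low agonist plus stimulus and 100% = saturating agonist plus stimulus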
# Active calls of the source: *; · = not tested or not shown.
SMILES,BaF3 parental,CHOP inhibitor,NPY Y1 blocker,S1P4 agonist,S1P4 antag,NCF1 inh,NPY-Y2 PAM-ag,Ba/F3 V617F tox,NPY-Y1 PAM-ag
COc1ccc(NC(=O)/C(C#N)=C/c2ccc(Sc3nncn3C)c([N+](=O)[O-])c2)cc1,3,-10,7,1.8,-2,6,3,1,7
CC(C)(C)C1=Nn2c(nnc2-c2n[nH]c3c2CCC3)SC1,0,2,-8,1.2,-3,7,3,-3,8
Cc1ccc(S(=O)(=O)N2CCC(C(=O)NNC(=O)C3CC3)CC2)cc1Cl,5,27,0,-2.0,-10,-5,-3,2,0
COc1cccc(-c2nc(=S)c3c(o2)CCCC3)c1,4,-32,-5,-0.2,10,-18,-4,1,-30
O=C(COc1cnc2ccccc2n1)NCCC1=CCCCC1,7,3,7,-0.9,-6,-5,-6,5,6
COc1ccc(N=Cc2nc(-c3ccco3)oc2O)cc1,6,-5,0,-0.5,-8,-3,6,1,-11
Cc1ccc2[nH]c(=O)cc(C(=O)OCC(=O)c3ccccc3)c2c1,-1,-19,3,-0.2,-13,-2,4,-7,16
O=S(=O)(NCCc1ccccn1)c1cccs1,2,-11,-10,-1.1,-15,-4,-5,-2,-2
CCN(CC)CCNC(=O)CCCCCn1c(=O)[nH]c2cc(C(=O)OC)ccc2c1=O,4,-33,1,-1.3,0,8,5,-1,5
Cc1cc(C)nc(SCCN2CCOCC2)n1,4,29,4,1.5,-8,-6,12,-4,-2
Cc1nc2sc(C(c3ccc(Cl)cc3)N3CCOCC3)c(O)n2n1 (stereo not given),3,-17,3,-0.5,7,2,16,-1,16
Cc1ccc(C(=O)NC(=S)NCc2ccco2)cc1,7,-1,2,-0.4,2,-10,-6,1,-5
COCc1c(C(=O)N2CCN(c3ccc(C(F)(F)F)cn3)CC2)oc2ccccc12,-1,40,12,2.4,-2,-13,-14,-2,-72
CCc1ccccc1N1CSC2=C(C#N)C(c3cc(OC)c(OC)cc3OC)CC(=O)N2C1 (stereo not given),0,2,0,-2.3,-9,31*,-7,-6,-15
NC(=O)CNC(=O)[C@@H]1CC2(CC(c3ccc(Cl)cc3)=NO2)CN1C(=O)c1ccc(Br)cc1 (stereo not given in full),2,20,1,1.5,0,-5,-4,0,-6
O=C1CCCc2c1[nH]c1ccc(CN3CCCCC3)cc21,10,-9,9,2.0,-18,-11,-19,12,-19
Cc1nn(-c2ccc(Cl)cc2Cl)c(=O)c2ccccc12,1,4,5,-1.6,-4,-8,-10,-4,6
c1ccc(Nc2nc(N3CCOCC3)nc(N3CCOCC3)n2)cc1,3,51,1,-0.4,-1,-2,15,-2,-9
COc1cccc(C(C)N(C)Cc2nc(COc3ccccc3)no2)c1 (stereo not given),-2,-9,·,0.0,-6,-18,-26,-7,-7
Cc1ccccc1NC(=S)NNc1ncc(C(F)(F)F)cc1Cl,5,-5,-1,-1.8,6,-2,-11,1,-5
Nc1nnc(CC(=O)N/N=C\c2ccc(-c3cccc(Cl)c3)o2)s1,-3,-2,·,-0.5,-9,-10,14,-3,20
CCOCC(=O)Nc1cc(Cl)c(OC)cc1OC,7,-22,2,2.2,10,-4,-10,3,-5
Cc1ccccc1NC(=O)c1ccc2c(c1)OCCO2,2,-19,6,1.6,5,-10,-3,2,-1
CCC(C)(C(=O)NC1CCCCC1)N(CC1CCCO1)C(=O)CNC(=O)c1ccccc1 (stereo not given),3,-15,0,0.4,4,-4,6,1,2
CC(=O)Nc1cccc(-c2csc(NCc3ccccc3)n2)c1,7,12,1,4.1,3,·,-15,-1,11

# Rewritten as tab-separated lines: part of the list above
Compound	BaF3 parental	CHOP inhibitor	NPY Y1 blocker	S1P4 agonist	S1P4 antag	NCF1 inh	NPY-Y2 PAM-ag	Ba/F3 V617F tox	NPY-Y1 PAM-ag
COc1ccc(NC(=O)/C(C#N)=C/c2ccc(Sc3nncn3C)c([N+](=O)[O-])c2)cc1	3	-10	7	1.8	-2	6	3	1	7
O=C1CCCc2c1[nH]c1ccc(CN3CCCCC3)cc21	10	-9	9	2.0	-18	-11	-19	12	-19

# Next entries
SMILES,BaF3 parental,CHOP inhibitor,NPY Y1 blocker,S1P4 agonist,S1P4 antag,NCF1 inh,NPY-Y2 PAM-ag,Ba/F3 V617F tox,NPY-Y1 PAM-ag
C[C@H](NC(=O)NCc1cccs1)C(=O)O,2,18,7,-2.0,-1,-6,10,-4,-7
CCC/C(O)=C1\C(=O)CCCC1=NCCCCCC(=O)O,3,0,5,0.4,-27,-9,10,-1,4
CC(=O)Nc1ccc(NC(=O)c2ccc(NS(=O)(=O)c3cc(C(C)(C)C)ccc3C)cc2)cc1,5,-1,6,-0.2,2,-4,-3,2,-15
CCCNC(=S)Nc1c(C)n(C)n(-c2ccccc2)c1=O,5,1,4,-1.1,-18,-17,-9,-4,-7
N#CCC(=O)NNc1c([N+](=O)[O-])cc(C(F)(F)F)cc1[N+](=O)[O-],4,12,·,-0.2,1,-12,-36,2,8
COc1ccc(S(=O)(=O)NC(CCSC)C(=O)NC2CCCCC2)cc1 (stereo not given),4,1,5,-1.4,-6,-4,-11,6,-14
CCOC(=O)N1CCN(C(=O)CN(c2ccc3c(c2)OCO3)S(C)(=O)=O)CC1,5,-7,5,0.0,2,1,-8,4,-10
O=C1CC2c3ccccc3C1C1C(=O)N(Cc3ccccc3)C(=O)C21 (stereo not given),9,61,6,-0.4,-2,0,-4,-1,14
O=C(COC(=O)c1ccc2c(c1)S(=O)(=O)N=C1CCCCCN12)NCc1cccs1,-2,2,·,-0.2,6,3,4,3,-23
CCC1SC2=NCCN2C1(O)c1ccc(Cl)cc1 (stereo not given),-3,13,14,-4.0,3,-7,1,-3,-30
CCCCn1c(=O)[nH]c(=O)c2c1nc(-c1ccsc1)n2Cc1ccccc1,4,39,4,-2.3,8,-9,-4,-3,-35
O=C(NNc1ccc([N+](=O)[O-])cc1)C1CC2CCCC(C1)C2=O (stereo not given),10,64,-6,-0.3,3,-10,-4,5,3
Cc1ccnc(NS(=O)(=O)c2ccc(NC(=O)c3ccc(S(=O)(=O)N4CC(C)OC(C)C4)cc3)cc2)n1 (stereo not given),4,-32,2,-0.3,-18,-8,-9,1,17
C=CCn1c(-c2ccoc2C)n[nH]c1=S,5,11,2,-1.7,-5,-8,7,-3,11
Cc1nc(-c2noc(-c3ccccc3Cl)n2)c(C(F)(F)F)o1,20,-13,·,0.8,2,-8,8,3,-3
CCC(=O)NC(Nc1cc(C)cc(C)n1)(C(F)(F)F)C(F)(F)F,4,5,2,0.2,4,4,8,1,-32
CSCCC(NC(=O)c1ccccc1)c1nc(-c2ccccc2)no1 (stereo not given),1,-5,3,-1.5,-19,-4,5,-2,-4
COc1ccc(C(=O)NCC(c2cccnc2)N2CCN(c3ccc(F)cc3)CC2)cc1OC (stereo not given),3,-3,-5,5.2,-14,-6,1,0,-13
Cc1ccc(CS(=O)(=O)c2ccccc2-c2nnc(-c3ccc(Cl)cc3)o2)cc1,3,27,8,0.4,-16,-9,-4,-3,32
Cc1[nH]c2ccccc2c1CCNC(=O)c1ccc2c(c1[N+](=O)[O-])C(=O)c1ccccc1C2=O,1,1,-20,1.5,-8,3,22,6,27
Cc1oc2c(C)c3oc(=O)c4c(c3cc2c1C)CCC4,0,24,8,0.9,8,-2,18,-4,-17
COc1ccc(CC(=O)OCC(=O)Nc2cc(S(=O)(=O)N3CCOCC3)ccc2N2CCCC2)cc1,11,22,4,-1.3,4,-7,-16,8,-19
O=C(CCCn1cnc([N+](=O)[O-])n1)Nc1cc(Cl)ccc1O,2,-3,0,1.2,1,-12,17,0,2
COc1ccc(S(=O)(=O)N2CCC(C(N)=O)CC2)cc1,8,·,-1,-1.5,0,·,-7,-2,-9
CN(C)C(=O)N1CCNCC1,1,-13,4,-0.2,-18,4,-20,-6,10

# 4 entries out of the list above, arranged by the value under NPY Y1 blocker, highest first:
SMILES	NPY Y1 blocker
Cc1ccc(CS(=O)(=O)c2ccccc2-c2nnc(-c3ccc(Cl)cc3)o2)cc1	8
C[C@H](NC(=O)NCc1cccs1)C(=O)O	7
C=CCn1c(-c2ccoc2C)n[nH]c1=S	2
COc1ccc(C(=O)NCC(c2cccnc2)N2CCN(c3ccc(F)cc3)CC2)cc1OC (stereo not given)	-5

# (more compounds)
SMILES,BaF3 parental,CHOP inhibitor,NPY Y1 blocker,S1P4 agonist,S1P4 antag,NCF1 inh,NPY-Y2 PAM-ag,Ba/F3 V617F tox,NPY-Y1 PAM-ag
O=C(Cn1ccccc1=O)c1cccs1,2,8,3,1.4,15,-11,15,-1,-1
CCOC(=O)Cc1csc(NS(=O)(=O)c2ccc(OC)cc2)n1,4,42,0,-0.1,6,-3,-15,-2,-1
CCOc1cc(C(=O)CSc2nnc(CNc3ccc(Cl)cc3)o2)ccc1NC(=O)CC,5,105*,5,-0.1,-11,4,9,-3,8
CC[N+](CC)(CC#Cc1ccccc1)CC(=O)c1ccc(Cl)cc1,3,14,6,2.2,-19,-8,0,1,3
Cc1ccc(C)c(-c2nc3ccc(N)cc3[nH]2)c1,26,-11,3,-1.3,-15,-13,11,33*,-24
Nc1nnc(SCC(=O)OCc2ccc(F)cc2)s1,1,12,0,0.0,-19,-9,13,-3,7
COC(=O)c1ccc(CSc2nnc(CNC(=O)c3cccs3)o2)o1,0,32,2,-3.0,-11,-7,0,-2,-8
C=C(C)CSc1cc(C)nc2c(-c3ccccc3)c(C)nn12,2,-2,·,0.3,13,-6,-20,4,-24
CC(=O)c1c(C)[nH]c(C(=O)OCC(=O)Nc2sc3c(c2C#N)CCCC3)c1C,6,64,0,1.1,-15,-32,-7,-2,5
Cc1cccc(N(C(=O)c2ccc(Cl)cc2)C2CS(=O)(=O)CC2OC(=O)c2ccc(Cl)cc2)c1 (stereo not given),-2,-17,1,2.1,-8,-3,-13,3,-25
COc1cc2cc(C#N)c(SCC(=O)N3CCOCC3)nc2cc1OC,9,-22,4,1.4,-4,-10,-4,4,-26
COc1ccc(C2OC(=O)C(C)(C)C(=O)C2(C)C)cc1OC (stereo not given),-1,5,·,1.0,3,-9,-6,-3,11
CC(C)Cc1nc2ccc(N)cc2[nH]1,4,18,-5,0.1,-13,6,-11,1,-4
C/C(CC(=O)NC(C)C)=N\NC(=O)COc1cc(C)c(Br)cc1Br,2,21,6,0.0,-14,-8,2,-2,13
CCOc1ccc(NC(=O)Cn2nnc(-c3ccccc3NC(=O)c3cccs3)n2)cc1,3,-7,0,-3.3,-5,-4,-23,5,-8
CC1CCCCC1NC(=O)C1CCN(S(=O)(=O)N2CCC3(CC2)OCCO3)CC1 (stereo not given),8,10,-7,0.1,-19,-2,4,0,-14
O=C(O)c1cccc(NS(=O)(=O)c2ccc(C3CCCCC3)cc2)c1,4,-3,8,2.5,-7,-12,-16,-6,-14
COc1ccc(S(=O)(=O)Nc2c(C(=O)O)[nH]c3ccccc23)cc1OC,3,-19,-2,2.1,8,-6,19,-3,-6
N#CCSc1nnc2sc3ccccc3n12,2,-43,1,-2.7,-16,2,-5,5,-13
C=C(C)CSc1nnc(-c2ccc(C)cc2)n1N,0,-19,0,0.1,-21,-13,-19,0,-15
O=C(Nc1ccc(N2CCN(C(=O)c3ccco3)CC2)cc1)c1cccnc1Cl,1,-16,-3,2.5,-10,-6,8,-4,17
CC(C)C(=O)Nc1c2c(nc3ccccc13)N(C)CC2,1,20,5,-0.4,2,1,1,-1,0
CN(c1ccc(C(=O)NCc2ccco2)cc1)S(C)(=O)=O,0,-6,-4,0.3,0,-4,-3,-2,-5
COc1ccc(NC(=O)CC(C(=O)O)N2CCCCC2)cc1 (stereo not given),3,10,9,1.0,-13,-6,5,-1,-9
Cc1cc(Cl)c(S(=O)(=O)N2CCN(c3ccccc3)CC2)cc1OCC(N)=O,0,11,-6,0.8,-8,1,14,-4,5

# High-throughput results: PubChem BioAssay, several laboratories
